FBW7 activator – FBW7 E3 ligase activators, primary screen, biochemical, AlphaScreen, human. AID 1259310, 2017. 650,000 tested, 0.13% active. F-box/WD repeat-containing protein 7 (Homo sapiens), Q969H0. AlphaScreen FBW7–phospho-cyclin E peptide binding, activator screen. normalized activity (activation), % at 26.1 µM; in the data active means normalized activity above about 1.9%;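 further: purified mutant Fbw7 with reduced substrate affinity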
TEAD-YAP block – TEAD-YAP interaction inhibition, primary screen, TEAD-YAP interaction inhibitor project, luminescence, HEK-TIYL cells; TEAD-Gal4/YAP UAS-luciferase luminescence; inhibition, % at 9.12 µM; 640,000 tested, 1.4% active; AID 1259422, 2018; in the data active means inhibition above about 32%;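 further: 0% = median of test compound wells and 100% = reference inhibitor wells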
MITF inh – MITF inhibitors, primary screen, biochemical, AlphaScreen, human | Microphthalmia-associated transcription factor (Homo sapiens), O75030 | AlphaScreen MITF homodimerization, bead proximity signal | inhibition, % at 2.6 µM | 650,000 tested, 0.91% active | AID 1259374, 2018; in the data active means inhibition above about 50%;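 further: 0% = vehicle wells with protein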
Target sequence (O75030 whole entry, looked up): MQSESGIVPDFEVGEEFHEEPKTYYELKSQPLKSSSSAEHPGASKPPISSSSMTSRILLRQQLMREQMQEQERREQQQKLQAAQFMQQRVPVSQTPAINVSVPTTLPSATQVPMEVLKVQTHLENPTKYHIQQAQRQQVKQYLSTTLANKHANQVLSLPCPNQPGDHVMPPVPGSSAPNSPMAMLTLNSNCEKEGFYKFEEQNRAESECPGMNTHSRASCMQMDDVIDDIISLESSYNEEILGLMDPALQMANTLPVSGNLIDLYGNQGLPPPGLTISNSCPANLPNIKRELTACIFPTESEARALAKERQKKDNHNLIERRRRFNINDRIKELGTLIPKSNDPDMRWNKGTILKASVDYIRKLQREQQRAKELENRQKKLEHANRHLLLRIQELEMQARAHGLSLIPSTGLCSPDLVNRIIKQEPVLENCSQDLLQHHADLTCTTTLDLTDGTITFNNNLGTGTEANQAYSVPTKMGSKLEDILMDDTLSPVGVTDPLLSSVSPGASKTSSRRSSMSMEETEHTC
GPR151 ag – activators of human GPR151, primary screen, cell-based, PathHunter beta-arrestin, luminescence; PathHunter beta-arrestin GPR151 cells; 650,000 tested, 1% active; activation, % at 11.2 µM; G-protein coupled receptor 151 (Homo sapiens), Q8TDV0; in the data active means activation above about 4.9%;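 further: 0% = median of compound wells and 100% = cells with positive control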
Target sequence (Q8TDV0 whole entry, looked up): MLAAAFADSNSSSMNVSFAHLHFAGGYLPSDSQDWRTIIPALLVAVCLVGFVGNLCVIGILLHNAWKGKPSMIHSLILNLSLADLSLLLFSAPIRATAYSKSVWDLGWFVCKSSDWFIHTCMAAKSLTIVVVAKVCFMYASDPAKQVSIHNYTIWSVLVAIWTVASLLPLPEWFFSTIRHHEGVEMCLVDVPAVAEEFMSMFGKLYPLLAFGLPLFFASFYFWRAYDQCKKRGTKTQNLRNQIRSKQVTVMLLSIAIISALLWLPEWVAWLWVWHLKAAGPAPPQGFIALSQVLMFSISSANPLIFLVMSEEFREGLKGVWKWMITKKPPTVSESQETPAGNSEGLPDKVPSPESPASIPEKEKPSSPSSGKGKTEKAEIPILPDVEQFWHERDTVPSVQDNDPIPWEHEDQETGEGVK
Numbers without * were called inactive.

item	molecule	MITF inh	FBW7 activator	GPR151 ag	TEAD-YAP block
1	Cn1c(C(=O)N2CCC(C(=O)N3CCN(c4ccccc4)CC3)CC2)cc2sccc21	5.4	0.8	0.0	-1.3
2	CC(=O)N1N=C(c2ccccc2)OC1(C)C	2.8	0.2	1.0	3.0
3	O=c1oc2ccccc2c(O)c1CN1CCCC1	9.2	-0.1	1.6	-22.6
4	COc1ccc2c(c1)OCC/C2=N/OC(=O)c1ccc(C)cc1	16.8	0.0	-1.4	6.0
5	C=CCNC(=S)Nc1cccc(OC)c1	8.1	-0.1	0.1	-3.8
6	CC(C)(C)c1ccc(NC(=O)Nc2ccccc2[N+](=O)[O-])cc1	11.0	-0.4	-1.1	62.2*
7	CCOC(=O)c1c(NC(=O)C(C)Sc2nnc(CNC(=O)c3ccc(C)c([N+](=O)[O-])c3)n2-c2ccccc2OC)sc2c1CCC2 (stereo not drawn)	-18.9	0.0	0.8	-7.2
8	O=[N+]([O-])c1cccc(-c2nnn(CN3CCCCC3)n2)c1	9.0	0.1	-0.8	6.7
9	O=[N+]([O-])c1ccc(Cl)c(S(=O)(=O)N2CCCC2)c1	-0.3	0.0	2.0	-8.3
10	O=C1C(=O)N(CCCn2ccnc2)C(c2ccc([N+](=O)[O-])cc2)/C1=C(/O)c1ccc(Br)cc1 (stereo not drawn)	-2.7	0.0	-2.0	4.8
11	Cc1cc(Br)ccc1OCC(=O)N1CCN(c2ccccc2)CC1	4.1	0.0	0.2	4.7
12	O=C1N(Cc2ccccc2Cl)c2ccccc2C1(O)c1nnc(-c2ccccc2)o1 (stereo not drawn)	-4.8	-0.1	1.3	-4.9
13	Cc1cc(-c2cnc(C)nc2C2CCN(CC(N)=O)CC2)on1	22.7	0.0	-1.1	-2.2
14	COc1ccc(O)c(C(=O)c2cnc3c(c2)CN(C)C(=O)N3)c1	7.3	0.1	2.9	14.9
15	O=c1/c(=C/c2ccc(-c3ccc(Cl)cc3Cl)o2)sc2nc3ccccc3n12	-2.3	-0.1	-2.0	0.7
16	NC(=O)c1ccc(NC(=O)COc2ccc(F)cc2Cl)cc1	-3.0	0.0	3.0	-16.4
17	CCN(CC)C(=O)/C(=C\c1ccco1)NC(=O)c1ccccc1	6.0	0.8	-1.3	3.8
18	CCNC(=O)NC(C)c1ccc(S(C)(=O)=O)cc1 (stereo not drawn)	8.3	0.0	-1.0	-2.2
19	COc1ccc(C(=O)NC2CCCCC2)cc1	8.1	-0.1	-1.1	-20.1
20	CC(C)(C)c1[nH]nc2c1C(c1cccc(Cl)c1Cl)C(C#N)=C(N)O2 (stereo not drawn)	-8.4	-0.1	4.7	10.3
21	COc1ccccc1C(=O)Nc1ccc2oc(-c3cccc4ccccc34)nc2c1	3.6	0.9	-0.9	-5.5
22	O=C(CSc1ncccn1)N/N=C/c1c(F)cccc1Cl	22.7	0.6	0.1	1.2
23	COc1ccccc1CNC(=O)c1ccc(C)o1	2.1	-0.2	-1.1	-8.5
24	COc1cc(/C=C(\C#N)c2nc3ccc(C)cc3[nH]2)cc(OC)c1O	3.9	-0.1	-0.5	-14.9
25	O=C(Nc1ccon1)c1cccc(S(=O)(=O)N2CCCC2)c1	3.0	0.0	4.0	4.2
26	COc1ccc(-c2cnc3cccc(Nc4ccccn4)c3c2)cc1	5.6	-0.1	-0.1	-13.6
27	COc1cccc(NC(=O)c2ccccc2Cl)c1	-6.0	0.1	-3.6	-9.6
28	COCCn1c(SCC(=O)Nc2ccccc2)nc2c1c(=O)[nH]c(=O)n2C	-1.1	0.2	-0.8	3.7
29	O=C(CS(=O)(=O)c1cn(Cc2ccc(Cl)cc2)c2ccccc12)N1CCOCC1	24.4	0.4	0.1	8.2
30	Cn1c(=O)cc(C(=O)NNC(=O)c2ccccc2)c2ccccc21	10.9	-0.1	1.0	-9.8
31	Cc1cccc(C(=O)N(CCCN2C(=O)c3cccc4cccc(c34)C2=O)c2ccc(Oc3ccccc3)cc2)c1	-0.6	0.1	-0.2	12.2
32	Cc1ccc(Oc2nc(Cl)nc(Oc3ccc(C)cc3)n2)cc1	10.0	0.1	-0.3	-7.3
33	COc1ccc(C(=O)N/C(=C\c2ccc([N+](=O)[O-])cc2)C(=O)NC(Cc2ccccc2)C(=O)O)cc1 (stereo not drawn)	0.7	-0.2	-0.1	0.0
34	CCC(CC)N1CCN(S(=O)(=O)CC)CC1	25.0	-0.2	2.3	10.2
35	CC(C)OCCCNC(=O)CN(c1ccccc1)S(=O)(=O)c1ccc(F)cc1	9.7	0.1	1.2	3.2
36	O=C(O)CC(NC(=O)c1ccccc1NC(=O)c1ccccc1)C(=O)O (stereo not drawn)	18.4	1.0	-1.5	1.1
37	Cc1ccc(NC(=S)N(CCN(C)C)C(C)c2ccncc2)cc1 (stereo not drawn)	1.8	0.1	0.1	-12.1
38	C#CCSc1nc2ccccc2n1C(=O)/C=C/c1ccc(F)cc1	-11.2	0.0	-0.6	-7.2
39	O=[N+]([O-])c1ccc(N/N=C/C2CC3CCC2C3)c([N+](=O)[O-])c1 (stereo not drawn)	13.9	0.5	-1.7	8.9
40	COc1ccc2oc(=Nc3ccc(Cl)cc3Cl)c(C(=O)NC(C)=O)cc2c1	2.1	0.0	0.1	9.3
41	CCCc1cc(C(=O)N2CCC(n3nccc3NC(=O)C3CC3)CC2)n(C)n1	3.0	0.3	-0.5	5.5
42	COc1ccc(NC(=O)c2nc(SC)ncc2Cl)c(OC)c1	-1.7	0.0	-1.0	4.1
43	Cc1nn(C)cc1C(=O)c1ccccc1	9.4	0.2	2.5	-9.2
44	Nc1ccc(C(=O)N/N=C/c2ccc(-c3ccc([N+](=O)[O-])cc3Cl)o2)cc1	-1.0	0.0	0.5	15.4
45	CCOC(=O)c1sc(NC(=O)/C=C/c2ccc(F)cc2)c(C(=O)OCC)c1C	5.2	-0.2	-0.2	6.3
46	CNC(=O)/C=C/c1ccc2c(c1)OCO2	11.7	-0.1	-0.9	5.3
47	CCc1ccccc1NC(=O)CCNS(=O)(=O)c1cccc2nonc12	1.4	-0.1	-0.9	-13.3
48	COc1cc(OC)c(NC(=O)c2ccccc2C)cc1Cl	13.2	0.2	1.6	-11.3
49	CCC(C(=O)Nc1nccs1)(C(F)(F)F)C(F)(F)F	1.9	0.4	-0.3	7.9
50	Cc1ccc(P(=O)(CO)c2ccc(C)cc2)cc1	0.3	0.0	0.1	-8.2

Other entries follow.
item	molecule	MITF inh	FBW7 activator	GPR151 ag	TEAD-YAP block
51	CC(=O)Oc1cccc(N2C(=O)C3C4c5ccccc5C(c5ccccc54)C3C2=O)c1 (stereo not drawn)	5.1	0.0	-1.0	-1.8
52	O=C1CSC(=S)N1N1C(=O)c2cccc([N+](=O)[O-])c2C1=O	-1.3	0.0	0.2	2.3
53	COc1cc(Nc2ncnc3c2nc(-c2ccc(C(=O)NC4CC4)cc2)n3C(C)C)cc(OC)c1OC	-8.3	-0.1	-0.9	23.2
54	CC(NC(=O)/C(=C\c1ccccc1)NC(=O)c1ccco1)C(=O)O (stereo not drawn)	27.0	0.2	0.1	-8.0
55	CC(=O)Nc1ccc(S(=O)(=O)NC2CC(=O)N(c3cccc(F)c3)C2)cc1 (stereo not drawn)	-0.8	0.1	-0.9	-3.4
56	CC(C)N1C(=O)c2ccccc2C1=O	-9.4	-0.1	0.1	2.0
57	CCC(C(=O)OC)n1cnc2sc(C(=O)Nc3ccccc3OC)c(C)c2c1=O (stereo not drawn)	9.1	0.0	-0.4	-1.6
58	CCOc1cc(CNc2ccc3c(c2)OCO3)ccc1OC	1.4	0.0	1.3	-0.8
59	COc1ccc(OC)c(N2C(=N)SC3CS(=O)(=O)CC32)c1 (stereo not drawn)	16.2	0.1	-0.5	-4.4
60	FC(F)(F)c1cccc(CNc2nc(Cl)nc3c2ncn3-c2ccccc2)c1	4.0	0.1	0.9	-1.3
61	COc1ccc(CNC(=O)c2c(O)c3c([nH]c2=O)CCCC3)cc1	51.2*	0.7	-1.5	-3.7
62	Cc1ccc(C)c(C(=O)N2CCC3(CC2)CC3C(=O)NCCCn2ccnc2)c1 (stereo not drawn)	5.0	0.0	-0.4	-9.2
63	COc1ccc(N2CC(C(=O)Nc3ccc(Br)c(Cl)c3)CC2=O)cc1 (stereo not drawn)	6.1	0.0	-0.6	5.5
64	Cc1noc(C)c1-c1nc(NCCCN2CCCC2=O)c2ncn(C3CCCCC3)c2n1	12.1	0.1	1.2	-12.2
65	COc1ccc(-c2cc(C(=O)NCc3ccc(Cl)cc3)c3ccccc3n2)cc1	5.0	0.0	-0.7	6.6
66	Cc1nc(C)n(CC(O)COc2ccc3cc(Br)ccc3c2)n1 (stereo not drawn)	-0.5	0.1	1.2	-1.8
67	Cc1ccccc1N/C(SCc1ccccc1Cl)=C(/C#N)C(=O)NCc1cccs1	5.9	-0.1	0.5	9.6
68	COc1ccc(C(=O)OCC(=O)Nc2cc(C)on2)cc1S(=O)(=O)N1CCOCC1	4.8	0.1	-0.7	-9.8
69	O=C(CN(Cc1ccc(Cl)c(Cl)c1)S(=O)(=O)c1ccccc1)NCCCO	-2.7	0.0	-0.3	0.5
70	O=C1CCCc2c1[nH]c1ccc(C3CCCCC3)cc21	9.2	0.2	-0.3	3.0
71	CCC(C)NC(=O)CCc1cn(C)c2ccccc12 (stereo not drawn)	-13.1	-0.1	-0.6	-0.7
72	O=C(NCCSCc1ccccc1Cl)c1cc([N+](=O)[O-])cc([N+](=O)[O-])c1	-6.4	-0.3	1.8	1.4
73	CCNC(=O)[C@@H]1C[C@@H](NC2CCCCCC2)CN1C1Cc2ccccc2C1	5.6	-0.1	1.4	-1.1
74	Cc1cc(C)c(NC(=O)COC(=O)c2ccc[nH]c2=O)c(C)c1	-1.8	0.0	0.4	-11.8
75	CCCCCC1CCCc2c1[nH]c1cc(Cl)ccc1c2=O (stereo not drawn)	-0.9	0.0	-1.0	-0.4
76	O=C(N/N=C/c1ccccc1[N+](=O)[O-])C(=O)Nc1cccc(C(F)(F)F)c1	33.3	0.7	-0.4	1.5
77	CC(C)[C@@H](Cn1nnc2ccccc21)NC(=O)Cn1ncc2ccccc2c1=O	7.5	0.0	-0.5	0.4
78	O=c1c(C=NC2CC2)c(O)n(C2CCCCC2)c(=O)n1C1CCCCC1	-4.0	0.7	-0.6	5.4
79	CCSC1=C(C#N)C(c2ccc(C)cc2)C2=C(CCCC2=O)N1 (stereo not drawn)	5.0	0.0	0.2	-2.9
80	Cc1ccccc1-n1ncc2c(=O)n(CC(=O)N(C)c3ccccc3)cnc21	-1.5	-0.1	0.5	9.9
81	CN1c2ncccc2C(=O)NC12CCN(C(=O)c1ccco1)CC2	3.8	0.0	0.6	-0.5
82	CCOC(=O)c1c(NC(=O)CSc2nnc(CNC(=O)c3ccc([N+](=O)[O-])cc3)n2-c2cccc(C(F)(F)F)c2)sc2c1CCC2	23.3	0.0	-0.3	2.1
83	O=C(Nc1ccc(-c2nc3ncccc3o2)cc1)c1ccccc1	-2.7	-0.2	-1.5	-44.4
84	C#CCn1c(=NC(=O)c2ccco2)sc2cc(OC)c(OC)cc21	3.2	0.1	-1.0	-15.9
85	O=C(Nc1ccc2oc(-c3ccc4ccccc4c3)nc2c1)c1cccc2c(Br)cccc12	-11.1	-0.1	-0.2	-18.0
86	O=C1OC(c2ccc(-c3ccccc3)cc2)=N/C1=C\c1ccc2c(c1)OCO2	-11.1	0.1	-0.1	-4.4
87	COc1ccc(CN2CCN(C(=O)c3ccc(F)cc3)CC2)cc1Br	51.4*	-0.2	0.7	-1.1
88	CC1CCCCN1C(=S)NCc1ccco1 (stereo not drawn)	0.7	0.0	0.1	8.5
89	C[C@H]1NC(=O)[C@@H]2C[C@H](NC(=O)c3cccc(Cl)c3)CN2C1=O	7.4	0.1	0.4	7.9
90	CCOc1cc(/C=C2\SC(=O)N(c3ccccc3)C2=O)ccc1OCC(=O)O	14.2	0.1	1.6	1.1

Whole records as entered above. Order of screens: MITF inh, FBW7 activator, GPR151 ag, TEAD-YAP block
`COc1cc(Nc2ncnc3c2nc(-c2ccc(C(=O)NC4CC4)cc2)n3C(C)C)cc(OC)c1OC` is listed as -8.3, -0.1, -0.9, 23.2
`CCCCCC1CCCc2c1[nH]c1cc(Cl)ccc1c2=O` (stereo not drawn) is listed as -0.9, 0.0, -1.0, -0.4

New compounds follow.
item	molecule	MITF inh	FBW7 activator	GPR151 ag	TEAD-YAP block
91	CC[C@H](C)[C@@H]1NC(=O)[C@@H]2C[C@H](NC(=O)Nc3ccc(C(C)C)cc3)CN2C1=O	-15.3	0.0	-1.6	-11.4
92	Cc1c(C(=O)NCc2ccc(S(N)(=O)=O)cc2)oc2ccccc12	7.7	0.0	-0.6	8.5
93	CCOC(=O)c1[nH]c(C)c(C(=O)O)c1C	-4.3	0.2	0.5	-5.2
94	COc1ccc(-c2c(C(F)(F)F)oc3cc(OC(C)C(=O)OC4CCCCC4)ccc3c2=O)cc1OC (stereo not drawn)	7.2	0.4	-0.5	9.1
95	COc1ccc(NC(=O)/C(C#N)=C/c2c[nH]c3ccccc23)cc1	-10.1	0.0	0.8	-9.6
96	COc1ccc(CNC(=O)NCC(c2ccccc2Cl)N(C)C)cc1 (stereo not drawn)	25.1	0.5	-1.6	6.0
97	O=C(COC(=O)c1cccc(Br)c1)NCc1ccco1	3.1	-0.1	0.3	-0.2

Rows were taken by chance. About 3.4% of those tested had a hit in this group.
